G9a inh: qHTS Assay for Inhibitors of Histone Lysine Methyltransferase G9a. Histone-lysine N-methyltransferase EHMT2 (Homo sapiens), Q96KQ7. G9a H3K9 monomethylation, AlphaScreen, 2 h. Potency, µM (titrated, usually from 102 µM), without a hit: at the highest dose activity, negative = inhibition, hits mostly inhibitors. 8.8% of 350,000 active. AID 504332, 2011; also: potency is read from the fitted curve at half-maximal effect; % is scaled to controls: 0 for no effect and ±100 for the full control effect; nearly all actives have a fitted effect of over 75% in size
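G9a (20 nM) preincubated 15 min RT with compounds, then 500 nM biotinylated H3K9 peptide and 20 uM SAM added; 2 h RT reaction. Monomethyl-H3K9 product detected by AlphaScreen with anti-H3K9me1 antibody, streptavidin donor and anti-rabbit IgG acceptor beads.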
HP1b binding inh: HTS for Inhibitors of HP1-beta Chromodomain Interactions with Methylated Histone Tails; Potency, µM (highest dose often 114 µM), without a hit: at the top dose activity change, negative = inhibition, hits mostly inhibitors; 0.56% of 390,000 active; AlphaScreen HP1-beta / biotin-H3K9me3 peptide binding; AID 540317, 2011; Chromobox protein homolog 1 (Homo sapiens), P83916; also: potency is read from the fitted curve at half-maximal effect; nearly all actives have a fitted effect of over 70% in size; inactives centre near 23
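Compound inhibition of the preformed complex between 50 nM HP1-beta and 50 nM biotinylated H3K9me3 peptide was read by AlphaScreen. Buffer was PBS pH 7.4 with 0.01% Tween-20. Incubations ran 30 min at room temperature, with 10 ug/mL donor/acceptor beads.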
RGS4 inh: Inhibitors of Regulator of G Protein Signaling (RGS) 4: qHTS; 0.039% of 390,000 active; Regulator of G-protein signaling 4 (Homo sapiens), P49798; Potency, µM (doses to about 114 µM), without a hit: top-dose activity change, negative = inhibition, usual class: inhibitors; Transcreener GDP fluorescence polarization, RGS4-accelerated GTP hydrolysis; also: potency is read from the fitted curve at half-maximal effect; % is scaled to controls: 0 for no effect and ±100 for the full control effect; nearly all actives have a fitted effect of over 75% in size; some results filed as inactive show a strong effect at the top dose
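MLSMR compounds (23 nl, pin-transferred) preincubated 10 min at room temperature with a 500nM (2x) first reagent, then RGS4 at 900nM (2x) plus Transcreener GDP mix added; fluorescence polarization (620/688 nm) read before and after 90 min at 30 °C.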
PI4K2A block: qHTS for small molecular inhibitors of PI4K2A; Phosphatidylinositol 4-kinase type 2-alpha (Homo sapiens), Q9BTU6; purified PI4K2A, ADP-Glo luminescence, 1 h; stronger effect = lower value; activity change, negative = inhibition, % at 76.9 µM; 0.13% of 420,000 active; AID 1346378, 2018; in the data active = activity change below about -50%; inconclusive = mostly about -30% to -49%;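 also: -100% = wells without enzyme as full effect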
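ADP-Glo luminescence measured ADP generated by PI4K2A enzyme (4 ug/mL before mixing) with 1.2 mM PI substrate (pre-mix) and 300 microM ATP (pre-mix). Tris pH7.5 buffer with MgCl2, Triton X-100; 1 h reaction at ambient temperature.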
JMJD2A Tudor inh: qHTS Assay for Inhibitors of JMJD2A-Tudor Domain | AlphaScreen JMJD2A-Tudor / H3K4me3 peptide binding | Potency, µM (titrated, usually from 114 µM), for inactives: at the highest dose activity change, negative = inhibition, most hits filed as inhibitors | 4.4% of 390,000 active | AID 504339, 2011; also: potency is read from the fitted curve at half-maximal effect; % is scaled to controls: 0 for no effect and ±100 for the full control effect; nearly all actives have a fitted effect of over 50% in size
ERG Ets-DNA blk: qHTS for Small Molecule Inhibitors of the ERG Ets/DNA interaction | fluorescence polarization, His-ERG Ets domain / labelled DNA | Transcriptional regulator ERG (Homo sapiens), P11308 | Potency, µM (highest dose often 76.9 µM), for inactives: top-dose FP activity, negative = inhibition, usual class: inhibitors | 0.028% of 370,000 active | AID 624246, 2012; active = well fitted inhibition curve with a large enough effect in the polarisation, with a control signal flat; inconclusive = small, poorly fitted or top-dose-only effect, or effect the other way, or a change in a side signal; inactive = no such curve, though single readings can be large or run the other way; the % refers to the polarisation;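 also: polarization taken with two DNA probes labelled with fluorescein and Texas red; potency is read from the fitted curve at half-maximal effect; % of control where 0% means no effect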
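His-tagged ERG Ets domain (1 uM in the protein solution; 300mM KCl, 50mM Tris-HCl, 1mM EDTA, 1mM DTT, pH 7.5) received compound, then a probe mix of 5 nM fluorescein-DNA and 100nM Texas-615-DNA. Fluorescence polarization was read for both dyes.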
GLS inhibitor: qHTS for Inhibitors of Glutaminase (GLS) | Glutaminase kidney isoform, mitochondrial (Homo sapiens), O94925 | GLS enzymatic activity, qHTS titration | Potency, µM (series often up to 45.5 µM), inactives show at the highest dose activity change, negative = inhibition, hits mostly inhibitors | 0.21% of 410,000 active | AID 624170, 2012; also: potency is read from the fitted curve at half-maximal effect; % is scaled to controls: 0 for no effect and ±100 for the full control effect
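Glutamate formation by hKGA was monitored fluorometrically using coupled glutamate oxidase, HRP and Amplex Red. Substrate was added as 1 mM L-glutamine solution; incubation was 30 min at RT after an initial read.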
ALOX12 inh: Primary qHTS assay for inhibitors of human arachidonate 12S-lipoxygenase (ALOX12): Round 2. Polyunsaturated fatty acid lipoxygenase ALOX12 (Homo sapiens), P18054. purified 12hLO, xylenol orange hydroperoxide absorbance. Potency, µM (highest dose often 108 µM), for the others: top-dose activity change, negative = inhibition, hits mostly inhibitors. 1.1% of 580,000 active. AID 1671190, 2021; also: potency is read from the fitted curve at half-maximal effect; % is scaled to controls: 0 for no effect and ±100 for the full control effect
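Purified human 12hLO at 150 nM in 25 mM Hepes, 0.01% Triton X-100, pH 7.0, preincubated 15 min at room temperature with compound. Reaction started with 40 uM arachidonic acid, 30 min at room temperature. Hydroperoxide measured by Fe-xylenol orange, 573/405 nm absorbance ratio.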
BAZ2B block: qHTS Assay for Inhibitors of BAZ2B. AlphaScreen BAZ2B-H3K14Ac peptide displacement. Potency, µM (highest dose often 114 µM), for inactives: at the top dose activity change, negative = inhibition, most hits filed as inhibitors. 4.4% of 360,000 active; also: potency is read from the fitted curve at half-maximal effect; % is scaled to controls: 0 for no effect and ±100 for the full control effect; nearly all actives have a fitted effect of over 60% in size
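Complex of BAZ2B and biotin-H3K14Ac (50 nM apiece) forms over 30 min at RT, then faces library compounds up to 110 uM for another 30 min; AlphaScreen beads added, 20 min dark incubation, luminescence read.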
Starred values were filed as active, the others as inactive; ? = inconclusive; . = not tested or not shown; & = joins results of further samples; [ ] = another dose, or the depositor's remark. Unless noted, calls follow the shape of the dose curve; as a rule, active = well fitted curve in the direction sought with a large enough effect; inconclusive = small, poorly fitted or top-dose-only effect, or another doubt; inactive = no such curve, though single readings can be large; an effect the other way counts as inactive or inconclusive. An excerpt. The share of hits here may be higher or lower than overall.

Fields – RGS4 inh	G9a inh	ERG Ets-DNA blk	GLS inhibitor	ALOX12 inh	HP1b binding inh	PI4K2A block	JMJD2A Tudor inh	BAZ2B block
- COc1ccc(-c2cc(=O)oc3cc(OC(C)C(=O)NC(Cc4c[nH]c5ccc(O)cc45)C(=O)O)ccc23)cc1 (stereo unspecified)
 : -6%	50µM*	-3%	20%	16%	0%	?	-27%	50µM*
- CCc1c(C)c2cc3c(c(C)c2oc1=O)OCN(CCc1ccc(OC)c(OC)c1)C3
 : -11%	1%[59 µM]	1%	-1%	-23%	31%	-3	-17%	-18%
- O=c1c(Cc2ccc(F)cc2)c(O)ccn1Cc1cccc(Cl)c1
 : 2%	-27%	-8%	2%	-7%	23%	-5	1%	4%
- Cc1cccc(C2NC(=O)c3c(sc(C)c3C)N2)c1O (stereo unspecified)
 : -21%	4%[12.7 µM]	.	-7%	-17%	16%	-1	-15%	-10%
- CCn1cc(C(=O)N[C@@H](CC(C)C)C(=O)NCCCn2ccnc2)c(=O)c2cc3c(cc21)OCO3
 : 16%	-13%	7%	-36%	3%	30%	6	-17%	-22%
- O=C(/C=C/c1cc(Br)ccc1F)Nc1cccnc1
 : -16%	-35%	3%	-11%	-13%	48%[activator]	-7	-16%	-28%
- Cc1ccc(CN=C2Nc3ccccc3CS2)cc1
 : 34%	110%[activator][59 µM]	-15%	2%	-23%	81%	-9	74%[activator]	-6%
- O=C(O)CCCCCn1c(SCC(=O)c2ccc(O)c(O)c2)nc2ccsc2c1=O
 : 23%	79µM*	8%	39%[activator]	?	-2%	-10	?	?
- CCOC(=O)CN1C(=O)C2(OCCCO2)c2ccccc21
 : 10%	0%[12.7 µM]	6%	2%	-1%	7%	0	-7%	9%
- CC1=NN(C(=O)CCc2ccccc2O)C(O)(C(F)(F)F)C1 (stereo unspecified)
 : -40%	1%	-6%	2%	-6%	29%	3	?	-33%
- Cc1ccc(C2=NNC(=O)C(P(=O)(c3ccccc3)c3ccccc3)C2)cc1 (stereo unspecified)
 : -6%	0%	-2%	7%	-9%	28%	0	-12%	-15%
- COc1ccc2nc(SCC(=O)NCC(F)(F)F)[nH]c2c1
 : 14%	24%	11%	2%	10%	13%	-4	-9%	-1%
- S=C1Nc2ccccc2Sc2ccc(Cl)cc21
 : -39%	?	-3%	-2%	-28%	-7%	4	-13%	-19%
- CCCC(C)NC(=O)C1c2ccccc2Oc2ccccc21 (stereo unspecified)
 : 2%	.	5%	-1%	13%	18%	3	-12%	-1%
- Cc1nnc(NC(=O)NC(C)N2C(=O)C3C4C=CC(C4)C3C2=O)s1 (stereo unspecified)
 : -20%&7%	11%[59 µM]	6%&4%	-18%&3%	-1%&0%	26%&9%	-2&17	-2%&-15%	-10%
- COc1ccc(Nc2nc(N)nc(CSC(=S)N3CCOCC3)n2)cc1
 : -2%	-5%	13%	2%	3%	22%	-4	-25%	-17%
- Cc1cccc(NC(=O)CCOc2ccccc2)c1
 : 5%	8%	0%	2%	145%[activator]	41%[activator]	1	14%	-2%
- COc1ccc(-c2c(C)nn3c4c(cnc23)C(=O)CC(c2ccc(C)cc2)C4)cc1 (stereo unspecified)
 : -10%	-32%[59 µM]	1%	8%	0%	22%	0	-3%	-18%
- CCN1CCN(C(=O)CN(c2cc(OC)ccc2OC)S(C)(=O)=O)CC1
 : 20%	67%[activator][59 µM]	-11%	-1%	0%	32%[activator]	4	-9%	44%[activator]
- CCCCSc1nc(O)c(Cc2ccccc2)c(=O)[nH]1
 : -4%	-3%[12.7 µM]	5%	11%	?	53%[activator]	2	-7%	-4%
- CN1CCc2c(sc(NC(=O)Cc3ccccc3)c2C(N)=O)C1
 : -9%	-8%	4%	17%	?	31%	-3	-13%	-34%
- c1ccc(-c2csc3nnc(SCc4ccc5c(c4)OCCO5)n23)cc1
 : -1%	-17%[59 µM]	-9%	9%	24%	25%	0	-12%	1%
- CCc1c(C)[nH]c2ccc(C)cc2c1=O
 : -2%	14%[12.7 µM]	-2%	7%	0%[57.4 µM]	-10%	0	-3%	3%
- Cc1ccc(CCNC(=O)Cn2ncc3c([nH]c4ccc(C)cc43)c2=O)cc1
 : 8%	-17%[59 µM]	3%	3%	?	22%	1	-5%	14%[57.1 µM]
- O=C(Nc1ccc(Br)cc1)N1CCCCCCC1
 : 18%	-29%	-8%	4%	420%[activator]	13%	3	6%	-3%
- O=c1cc[nH]c2c(Cl)cccc12
 : -25%	22%[0.501 µM]	-1%	-7%	10%	34%	3	-6%	21%
- CCn1c(C)nc2cc(S(=O)(=O)C(F)(F)F)ccc21
 : 18%	-6%[59 µM]	1%	0%	0%	11%	-8	-2%	-1%
- OC1(c2ccc(Cl)cc2)CCN(Cc2nc(-c3cnccn3)no2)CC1
 : 9%	.	-7%	-1%	3%	4%	-2	-1%	2%
- CCOC(=O)c1c(C)oc2nc(C)nc(NCCCN3CCN(c4ccccc4OC)CC3)c12
 : 11%	-28%[59 µM]	-1%	-1%	-14%	-1%	-1	-35%	-2%[57.1 µM]
- CNC(=O)c1ccc(NC(=O)CC23CC4CC(CC(C4)C2)C3)cc1
 : 12%	0%	20%	-10%	27%	18%	-1	-7%	-13%

Three consecutive records already listed, quoted:
Fields – RGS4 inh	G9a inh	ERG Ets-DNA blk	GLS inhibitor	ALOX12 inh	HP1b binding inh	PI4K2A block	JMJD2A Tudor inh	BAZ2B block
- O=c1cc[nH]c2c(Cl)cccc12
 : -25%	22%[0.501 µM]	-1%	-7%	10%	34%	3	-6%	21%
- CCn1c(C)nc2cc(S(=O)(=O)C(F)(F)F)ccc21
 : 18%	-6%[59 µM]	1%	0%	0%	11%	-8	-2%	-1%
- OC1(c2ccc(Cl)cc2)CCN(Cc2nc(-c3cnccn3)no2)CC1
 : 9%	.	-7%	-1%	3%	4%	-2	-1%	2%

Continuation.
Fields – RGS4 inh	G9a inh	ERG Ets-DNA blk	GLS inhibitor	ALOX12 inh	HP1b binding inh	PI4K2A block	JMJD2A Tudor inh	BAZ2B block
- Cc1ccccc1Nc1c(-c2ccc(N3CCOCC3)cc2)nc2cccc(C)n12
 : 11%	14µM*	-1%	12%	-21%	?	2	22µM*	?
- CC1CCc2c(sc3nc(CSc4nnnn4C)[nH]c(=O)c23)C1 (stereo unspecified)
 : 7%	3%	3%	0%	2%	-13%	-1	-27%	-1%
- COCCCNC(=O)Cn1cc(C(=O)C2CC2)c2ccccc21
 : -11%	8%	-2%	-3%	-3%	25%	0	-9%	3%
- c1coc(-c2nnc3sc(Cc4cccs4)nn23)c1
 : ?	?	2%	9%	?	?	-20	40µM*	50µM*
- CS(=O)(=O)n1nc(OC(=O)c2cccc3ccccc23)cc1N
 : 21%	18%[2.33 µM]	-4%	25%	0%	25%	47	-6%	-5%
- COc1cccc(NC(=O)C2CCC2)c1
 : -12%	0%[2.33 µM]	14%	0%	-7%	3%	-1	-12%	-1%
- Cc1cccc(N(Cc2cc3ccccc3[nH]c2=O)S(C)(=O)=O)c1
 : 9%	-43%	-2%	0%	-13%	15%	4	-20%	-4%
- O=C(NNS(=O)(=O)c1ccccc1[N+](=O)[O-])c1cc2ccccc2cc1O
 : -23%	1.6µM*	3%	-2%	-1%	3%	1	-35%	?
- CCCNC(=O)CN(c1ccc(F)c(Cl)c1)S(C)(=O)=O
 : 7%	5%[59 µM]	2%	1%	8%	17%	-5	-3%	-2%
- Cc1ncsc1CCSc1n[nH]c(=O)n1-c1ccccc1
 : 13%	-39%[12.7 µM]	-10%	6%	16%	14%	2	-9%	1%
- O=c1c2ccccc2nc2ccc(NCc3ccco3)nn12
 : -28%	-12%[59 µM]	0%	-5%	-16%	-10%	1	-33%	?

Bioassay records deposited in PubChem by National Center for Advancing Translational Sciences (NCATS).
